cardiac RTF act: cardiac RTF calcium sensitization | AID 493008 | IANBD-labeled TnC RTF fluorescence at EC20 calcium; 0% EC20 calcium, 100% full calcium | activation, % at 7.2 µM | P19429+P45379 | 340,000 compounds, 0.24% hits;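 active = activation above the mean over all tested compounds plus 3 SD, cut at about 30% in these data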;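 note: rise in fluorescence read as greater calcium sensitivity of cardiac thin filaments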
CAL PDZ FP-1: inhibitors of human CAL PDZ peptide binding | Q9HD26 | purified CAL PDZ, TMR-peptide fluorescence polarization, 1 h | inhibition, % at 24.9 µM | 300,000 compounds, 0.92% hits | AID 602252;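 active = mean inhibition of at least 30% with at least half of replicates also reaching 30%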;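 note: 0% = DMSO neutral control and 100% = excess unlabeled competitor peptide PRC23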
PKA-R2B act: PKA-R2B complex activation; 340,000 compounds, 0.079% hits; AID 504700; activation, % at 11.4 µM; PKA-R2B holoenzyme dissociation, Cy5-IP20 fluorescence polarization; R2B truncated from residue 108, S112A mutant; 0% DMSO only, 100% 113 µM cGMP; P22694+P31323;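 active = activation above a cutoff set at the mean over all compounds plus 3 SD, cut at about 18% in these data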;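 note: higher means more holoenzyme dissociation and a rise in polarization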
Target sequence (P31323 whole entry, looked up, other chains not shown, the tested form may be a part): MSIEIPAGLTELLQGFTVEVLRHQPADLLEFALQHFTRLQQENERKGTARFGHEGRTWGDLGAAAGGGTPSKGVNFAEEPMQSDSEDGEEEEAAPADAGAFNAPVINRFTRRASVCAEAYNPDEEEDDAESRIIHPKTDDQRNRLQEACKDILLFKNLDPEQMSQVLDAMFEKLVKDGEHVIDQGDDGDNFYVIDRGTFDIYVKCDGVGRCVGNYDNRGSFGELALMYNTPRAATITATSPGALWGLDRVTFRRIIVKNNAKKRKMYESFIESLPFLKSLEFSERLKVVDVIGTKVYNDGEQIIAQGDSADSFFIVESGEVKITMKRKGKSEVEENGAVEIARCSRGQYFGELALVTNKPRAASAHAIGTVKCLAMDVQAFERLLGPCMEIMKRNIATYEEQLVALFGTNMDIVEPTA
C-LANA FP: inhibitors of KSHV LANA C-terminal domain DNA binding; MBP-C-LANA/FAM-LBS DNA binding, fluorescence polarization; inhibition, % at 9 µM; 340,000 compounds, 0.078% hits; AID 504423;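 active = highest replicate inhibition at or above 60% at 9 µM, even if other replicates fall short; inactive = all replicates below 60% inhibition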;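 note: 0% = neutral control wells and 100% = 4 µM acridine orange control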
SR-BI DiI-HDL act: enhances SR-BI lipid uptake from DiI-HDL; CHO ldlA[mSR-BI] cells, DiI-HDL uptake fluorescence, 3 h; 100 = double the neutral-control signal; activation, % at 12.5 µM; 320,000 compounds, 0.096% hits;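 active = mean replicate activation of at least 60% and every replicate at or above 60%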;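 note: 0% = median plate neutral-control signal and 100% = twice that signal; values of inactives mirror those of a sister screen read the other way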
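System: CHO ldlA[mSR-BI] cells / Medium: HEPES-buffered (25 mM, pH 7.4) F12 plus 0.5% BSA / Probe or stimulus: labelled HDL, 10 µg/mL / Doses: single compound concentration, delivered by pin transfer / Schedule: 3 h, 37 °C / Measured by: DiI fluorescence, bottom read / Measure: cell-associated DiI fluorescence as measure of HDL uptake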
Rtt109 Vps75: blocks Candida albicans Rtt109/Vps75 acetyltransferase activity; purified Rtt109/Vps75, ThioGlo CoA-SH fluorescence, 4 h; inhibition, % at 34.9 µM; 330,000 compounds, 0.16% hits; AID 540336;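 active = inhibition of at least 50% in every replicate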
Target sequence (Q5AAJ8 whole entry, looked up): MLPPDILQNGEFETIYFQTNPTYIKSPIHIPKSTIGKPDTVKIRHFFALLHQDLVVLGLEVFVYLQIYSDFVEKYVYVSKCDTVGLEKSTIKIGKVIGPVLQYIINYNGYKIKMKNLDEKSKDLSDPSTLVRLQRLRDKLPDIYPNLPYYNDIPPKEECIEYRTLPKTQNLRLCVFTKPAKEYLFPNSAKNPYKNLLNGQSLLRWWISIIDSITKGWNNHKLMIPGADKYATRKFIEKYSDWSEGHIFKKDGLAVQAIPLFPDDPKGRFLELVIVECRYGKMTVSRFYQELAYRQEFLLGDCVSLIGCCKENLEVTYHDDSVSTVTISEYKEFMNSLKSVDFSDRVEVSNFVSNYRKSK
Keap1-Nrf2 PPI: inhibitors of human Keap1-Nrf2 protein-protein interaction; Keap1 Kelch-Nrf2 peptide fluorescence polarization, 1536-well; inhibition, % at 9.4 µM; 340,000 compounds, 0.15% hits; AID 504523; in the data active = inhibition above about 12%;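 note: human Keap1 Kelch domain with fluorescein labeled Nrf2 9mer peptide probe; 0% = neutral control wells and 100% = peptide positive control; higher means more block of Keap1 binding to Nrf2 peptide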
RTF Ca sens inh: cardiac RTF calcium desensitization; P19429+P45379; IANBD-labeled cardiac RTF, Ca2+ fluorescence; inhibition, % at 7.15 µM; 340,000 compounds, 0.12% hits; AID 493244;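 active = inhibition above the mean inhibition of all tested compounds plus 3 SD, cut at about 17% in these data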;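 note: assay run at fixed EC70 calcium of 1.6 mM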
CAL PDZ FP-2: blocks peptide binding to human CAL PDZ domain; Q9HD26; purified CAL PDZ, TMR-peptide fluorescence polarization, 1 h; inhibition, % at 20 µM; 330,000 compounds, 0.02% hits; AID 504414;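 active = highest replicate inhibition of at least 40%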;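 note: plate controls were DMSO neutral control wells for no effect and unlabeled competitor peptide control wells for full effect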
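Material: tagged CAL PDZ protein CerCALP, purified; buffer or medium: sodium phosphate/NaCl buffer pH 7.4 with TCEP, IgG, Thesit; also added: fluorescent TMR peptide probe; schedule: 1 h incubation at room temperature before polarization reading; technique: fluorescence polarization from S- and P-plane intensities, G-factor corrected; control set: unlabelled peptide and DMSO controls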
DAGLB inhibitor: blocks human DAGLB lipase activity | Q8NCG7 | HEK293T DAGLB membrane lysate, EnzChek fluorogenic substrate | inhibition, % at 5.17 µM | 340,000 compounds, 0.059% hits | AID 504411; in the data active = inhibition above about 34%;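 note: 0% = enzyme with vehicle and 100% = wells lacking enzyme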
* = called active by the depositor; nt = not tested or not shown.

SMILES	cardiac RTF act	CAL PDZ FP-1	PKA-R2B act	C-LANA FP	SR-BI DiI-HDL act	Rtt109 Vps75	Keap1-Nrf2 PPI	RTF Ca sens inh	CAL PDZ FP-2	DAGLB inhibitor
CN(C)c1cnn(-c2ccccc2)c(=O)c1Cl	-6	-2	-3	1.6	3	-6	0	5	-2.8	-1
COC(=O)c1ccc(-c2nn(C)c(=O)c3ccccc23)cc1	1	nt	-7	0.0	0	-7	2	-6	0.2	0
COc1ccc(OCC(=O)N2CCCC(CO)(CCOc3ccccc3)C2)cc1 (stereo not given)	-1	nt	-6	-1.0	-3	11	-1	-2	-0.8	-1
CC(=O)N1CCC(N(CCN2CCOCC2)C(=S)Nc2cc(C)cc(C)c2)CC1	-2	-1	-5	-0.1	nt	5	1	5	-2.3	1
Nc1c(NCCc2ccccc2)c2ccccc2oc1=O	-2	7	-4	-0.2	3	7	3	-3	-0.5	0
CC(C)(C)C(=O)/C=c1\[nH]c(=O)/c(=C\c2ccc(C#N)cc2)s1	0	0	-1	-0.6	1	-1	-2	0	0.0	0
Cc1ccc2nc(-c3ccc(NC(=O)C(C)N4C(=O)c5ccccc5C4=O)cc3)sc2c1 (stereo not given)	0	-3	-4	-0.6	-59	-2	2	11	0.8	-6
O=C(CCn1c(=O)oc2ccccc21)NCc1ccco1	-10	-4	1	-0.1	13	-1	6	-9	-0.4	3
CC(Oc1ccc(Cl)cc1)c1ccnn1S(=O)(=O)c1ccc(Cl)cc1 (stereo not given)	4	-4	-2	-0.3	8	32	-1	-19	-2.7	-11
C=CCOC(=O)C1C(=O)CC(C)(O)C(C(=O)OCC=C)C1c1ccc(OC)cc1 (stereo not given)	-1	-6	6	-1.8	5	5	-1	-4	nt	0
O=S(=O)(NCCCN1CCOCC1)c1ccc2c(c1)OCCO2	-3	-4	0	-0.7	-12	-9	-3	-10	-0.2	-2
CCOc1cccc(CNCCO)c1OCc1ccc(Cl)cc1Cl	-5	-3	-6	-0.5	19	4	0	4	0.5	-2
Cc1ccccc1-c1nc(CN2CCCC2c2ccc(F)cc2)c(C)o1 (stereo not given)	-5	2	4	-0.2	4	-3	-16	-5	-0.2	-13
COCCN(Cc1ccccc1)C(=O)C1CCN(S(=O)(=O)c2ccc(OC)c(OC)c2)CC1	-4	-3	-1	-0.1	-15	-1	2	0	-2.1	2
COc1ccc(-c2c(C#N)c(N)n(N)c(=O)c2C#N)cc1Cl	3	7	-6	1.1	11	3	2	8	-3.0	0
O=C1CCCCCC1C1(O)C(=O)Nc2ccc(Br)cc21 (stereo not given)	-3	57*	-5	0.3	-19	-5	-2	-15	-1.6	0
COc1cc(-c2cc(-c3ccc(F)cc3)nc(N)c2C#N)ccc1O	-6	-1	8	2.8	-67	-5	0	7	-2.9	-3
NC(=O)c1cc(-c2ccccc2)nc(N2CCOCC2)n1	-2	6	3	0.9	-6	2	1	-5	-1.3	-1
Cc1ccc(C(N)=S)c(C)c1	9	1	0	-0.3	2	-2	-2	6	-1.1	1
COCCSc1nnc(NC(=O)c2ccc3c(c2)OCO3)s1	4	-1	-2	-1.4	11	-4	-5	-1	-1.6	1
Cc1nc(N2N=C(c3ccc(Cl)cc3)CC2c2ccco2)sc1C(=O)N(C)C (stereo not given)	1	-1	2	0.8	-34	-12	3	-2	-1.0	2
O=C(O)c1ccc(/C=N/NC(=O)c2ccc3c(c2)OCCO3)cc1	-9	-2	-2	-0.2	12	2	-3	5	1.1	-1
CN(C)CC1CCCCC1OC(=O)c1ccc(S(=O)(=O)N(C)c2ccccc2)cc1 (stereo not given)	-9	1	6	0.5	24	-7	-4	-12	-2.0	-1
CCS(=O)(=O)Nc1ccc(C2=NN(S(=O)(=O)c3ccc(F)cc3)C(c3ccco3)C2)cc1 (stereo not given)	5	nt	4	-0.6	32	18	-4	-7	-2.7	-7
COC(=O)c1c(C)[nH]c(C(=O)C(C)OC(=O)C2CC(=O)N(c3ccc(C)cc3)C2)c1C (stereo not given)	1	-8	1	0.7	-77	6	-5	-2	-0.5	-1
C#CCSc1nnc(-c2sc3ccccc3c2Cl)o1	3	nt	-10	0.2	12	0	-5	-2	-4.0	-10
O=C(CN1CCCC1)Nc1ccc(F)c(Cl)c1	2	-4	-4	-0.4	4	5	-4	-10	nt	0
COCCNC(=S)N1CCN(c2nc(-c3cccc(OC)c3)cs2)CC1	3	nt	3	1.1	-8	2	-2	-4	0.0	-2
N=c1n(CCO)c2ccccc2n1Cc1ccccc1Cl	-6	-1	-1	-1.3	18	14	2	-16	-4.1	4
CCC(C)C(NC(N)=O)C(=O)Nc1ccc(OCc2ccccc2)cc1 (stereo not given)	1	4	7	2.6	-29	-7	5	-2	-0.6	2
Cc1cc(NC(=O)c2ccc(S(=O)(=O)Nc3ccccc3)cc2)no1	7	-1	3	0.6	-5	7	-4	9	-1.4	-5
CCCCc1ccc(NC(=S)NCc2cccc(OC)c2)cc1	-8	0	-19	1.0	-32	nt	0	7	-2.5	-6
CCCCNC(=O)Nc1ccccc1C(=O)NCc1ccco1	7	-3	2	-0.3	-10	20	-5	-8	-2.5	1
COc1ccccc1C1c2ccc3ccccc3c2Oc2ncn(CCCO)c(=N)c21 (stereo not given)	2	-4	-6	-0.1	15	-3	2	-10	-2.4	3
Cc1ccc(NC(=O)c2ccc(S(=O)(=O)Nc3c(C)n(C)n(-c4ccccc4)c3=O)cc2)nc1	4	-3	-6	-0.1	1	13	-3	-4	-3.7	-2
CCOc1cc(C(=O)N2CCN=C2SC)cc(OCC)c1OCC	-1	15	-3	-1.6	1	-5	0	-17	-0.2	3
O=S(=O)(c1cccs1)N1CCN(c2ccccc2Cl)CC1	-5	nt	-8	-4.1	15	7	-1	2	-1.0	-7
C[C@]12c3[nH]c4ccc(Cl)cc4c3CCN1C(=O)[C@@H](CC(=O)NCC13CC4CC(CC(C4)C1)C3)C[C@@H]2C(=O)N1CCCCC1	-3	1	9	2.6	-16	1	-3	-6	-2.1	0
CCOC(=O)c1sc2nc(C(C)C)c3c(c2c1N)CCC3	-17	-1	-7	-2.2	-12	-12	-3	-7	-2.4	-2
CC(=O)C1=CN(Cc2ccccc2)CCC1=O	-2	0	-5	-0.6	245*	-2	-4	-3	0.0	-3
O=C(c1ccc2nc(-c3ccccc3)c(-c3ccccc3)nc2c1)N1CCCCC1	0	-4	0	0.1	nt	-4	-6	-2	-3.0	-4
Cc1cc(Cl)ccc1NC(=S)N(CCCN1CCOCC1)Cc1cccs1	1	0	-5	-1.8	28	-10	-2	5	-0.1	-2
CN1CCN(C(=O)CCC(=O)O)CC1	-2	4	1	-1.4	nt	3	-7	-16	-0.4	-1
COc1ccc(NC(=O)COC(=O)c2ccc3c(c2)OCO3)c(OC)c1	-1	0	-9	0.2	21	-2	-2	-1	0.1	-7
Cc1ccc(OC(=O)COc2ccccc2C)c(-n2nc3ccccc3n2)c1	6	0	6	1.8	-1	-7	-6	-8	-5.1	-13
CC1CCN(S(=O)(=O)N2CCC(C(=O)NCc3cccs3)CC2)CC1	2	3	-14	1.5	4	1	-3	-9	nt	0
Cc1ccc(C(=O)NCCc2nnc3ccc(SCC(=O)Nc4ccccc4C)nn23)cc1	3	-2	-5	-0.2	14	3	0	-26	-2.2	3
O=C(O)CCC(=O)Nc1ccc(C(=O)OCC(=O)c2ccc(Cl)cc2Cl)cc1	-3	-4	-5	1.1	14	1	0	-14	-0.2	-1
COc1cccc(NS(=O)(=O)c2ccc3[nH]cc(C(=O)N(C)Cc4ccco4)c(=O)c3c2)c1	4	-7	4	-1.4	-11	10	4	-4	-4.1	4
NC(=O)c1ccccc1NCC(=O)c1ccc(Cl)cc1	14	5	1	-0.5	-10	4	1	-3	-0.2	2
CCOC(=O)Cn1ccc(NC(=O)c2ccc(F)cc2)n1	9	-5	-6	1.4	33	2	0	-2	-0.4	-3
CSc1nnc(-c2ccccc2SC)o1	1	-2	-3	-0.1	-8	-7	-3	-2	-0.2	-2
Nc1nc(-c2ccccc2)cs1	-1	13	-5	-0.4	-6	-7	-4	-4	0.7	4
Cc1ccc(NC(=O)CO/N=C(\N)c2ccccc2)cc1C	-1	-5	-8	-7.8	nt	0	-2	3	-0.2	-4

Bioassay records as filed in PubChem BioAssay.
